RAD52 inh: inhibitors of human RAD52 DNA annealing | inhibition, % at 18.7 µM | recombinant RAD52 DNA annealing, FRET fluorescence | P43351 | 360,000 tested, 0.46% active;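 active = every replicate showing at least 50% inhibition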
RAD54 inh: RAD54 (human) branch migration inhibition; Q92698; RAD54 Holliday junction branch migration, FAM/BHQ fluorescence; inhibition, % at 10.4 µM; 360,000 tested, 0.14% active; AID 602329;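 active = mean normalized replicate activity at least 40 and at least half of replicates scoring 40 or more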;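 note: 0% = median of neutral control wells and 100% = median of positive control wells; inhibitors cause a drop in the FAM fluorescence signal; in these data hits start at about 50%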
Target sequence (Q92698 whole entry, looked up): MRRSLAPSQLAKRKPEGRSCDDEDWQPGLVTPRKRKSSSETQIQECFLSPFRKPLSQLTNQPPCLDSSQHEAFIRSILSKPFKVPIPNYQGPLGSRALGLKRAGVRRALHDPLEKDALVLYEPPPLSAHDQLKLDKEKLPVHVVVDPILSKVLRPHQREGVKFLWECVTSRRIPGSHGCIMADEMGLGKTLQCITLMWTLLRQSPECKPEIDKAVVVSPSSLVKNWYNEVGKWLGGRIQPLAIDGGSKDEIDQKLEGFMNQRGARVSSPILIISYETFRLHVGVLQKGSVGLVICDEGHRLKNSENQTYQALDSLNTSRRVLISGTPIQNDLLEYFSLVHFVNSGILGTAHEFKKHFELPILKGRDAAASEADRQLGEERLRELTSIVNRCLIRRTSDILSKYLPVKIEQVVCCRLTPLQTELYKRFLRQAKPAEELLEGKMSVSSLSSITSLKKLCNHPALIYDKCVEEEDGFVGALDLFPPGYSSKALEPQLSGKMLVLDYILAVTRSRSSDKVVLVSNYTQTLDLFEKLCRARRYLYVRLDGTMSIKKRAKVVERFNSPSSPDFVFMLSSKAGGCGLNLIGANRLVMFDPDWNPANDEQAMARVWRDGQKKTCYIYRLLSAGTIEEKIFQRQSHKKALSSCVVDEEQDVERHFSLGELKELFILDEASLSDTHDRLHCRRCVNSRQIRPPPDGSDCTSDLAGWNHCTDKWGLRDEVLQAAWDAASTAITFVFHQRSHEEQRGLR
ERAP1 HTS inh: ERAP1 (human) enzyme inhibition; inhibition, % at 10.7 µM; 340,000 tested, 0.15% active; Q9NZ08; AID 652197; recombinant ERAP1, Leu-AMC fluorescence, 60 min;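 active = mean replicate inhibition of at least 30%, or all replicates individually reaching that 30% level; inactive = mean below 30% and not every replicate reaching it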;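 note: 0% = neutral control wells and 100% = L-leucinethiol positive control wells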
S100A4 MyoIIA: S100A4-myosin IIA interaction inhibition. P26447. S100A4/TAMRA-MyoIIA peptide fluorescence polarization. inhibition, % at 10.7 µM. 360,000 tested, 0.14% active. AID 652163;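 active = mean inhibition of at least 70% across replicates, with every replicate also reaching that level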
Target sequence (P26447 whole entry, looked up): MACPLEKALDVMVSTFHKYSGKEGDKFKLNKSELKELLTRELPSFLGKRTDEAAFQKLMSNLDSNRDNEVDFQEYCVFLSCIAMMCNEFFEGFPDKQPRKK
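assay system = human S100A4 monomer with TAMRA-labelled myosin IIA peptide | also added = labelled myosin peptide probe, 5 nM | incubation = 5 min between mix addition and reading | control set = DMSO and TFP controls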
ERp5 inh: blocks human ERp5 reductase activity on insulin | Q15084 | ERp5 insulin aggregation, absorbance 650 nm, 90 min | inhibition, % at 9.99 µM | 350,000 tested, 0.05% active | AID 651711;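 active = mean replicate inhibition above about 25%, with every replicate also reaching it, limit read from the data, passing the limit was not always enough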
E-selectin induc: E-selectin induction on HUVECs | P16581 | HUVEC E-selectin immunofluorescence imaging; normalized: neutral wells 0, TNF-alpha wells 100 | activation, % at 7.58 µM | 260,000 tested, 0.37% active;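 active = mean E-selectin-positive cell signal at least 10% of the positive control, reached in at least 60% of replicates, without over 20% cell loss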;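 note: in these data hits start at about 27%; measured in HUVEC primary endothelial cells; signal is the percent of cells scored E-selectin positive by PE staining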
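Test system: HUVEC | Signal: Immunofluorescence imaging | Read-out: Percent E-selectin-positive cells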
Xi reactivation: activators of X-chromosome reactivation in mouse fibroblasts. XiGFP mouse fibroblasts, % GFP-positive cells imaging, 3 d; cells co-treated with 5-aza-dC sensitizer; scaled so ellipticine positive control = 100%. activation, % at 7.58 µM. 360,000 tested, 0.055% active. AID 743238;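 active = mean normalized replicate activation at least 10% and every replicate at or above 10%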;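 note: 0% = median of on-plate neutral control wells and 100% = ellipticine 6 µM median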
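System: SV40-immortalized XiGFP fibroblast cells, line 68-5-11 / Incubation: 3-day compound exposure, then 15 min fixation at room temperature / Compound: single concentration per compound, delivered by pin transfer / Buffer or medium: DMEM plus 5-aza-dC sensitizer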
esBAF inh: blocks esBAF chromatin remodeling in mouse ES cells; Bmi1-luciferase knock-in reporter, 24 h; 100% = twice the neutral-well signal; reporter increase, % at 12.5 µM; 350,000 tested, 2% active; in the data active = activation above about 40%;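 note: 0% = median of the plate's neutral control wells and 100% = double that signal; a rise in the Bmi1 reporter signal indicates esBAF inhibition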
Active calls of the source: *; · = no result given.

SMILES	RAD52 inh	RAD54 inh	ERAP1 HTS inh	S100A4 MyoIIA	ERp5 inh	E-selectin induc	Xi reactivation	esBAF inh
CCCCCCc1c(C)nc(-n2[nH]c(C)c(CCO)c2=O)[nH]c1=O	-31.8	·	1.8	10.7	-2.6	·	0.0	·
Cc1ccc(S(=O)(=O)N(C)C[C@@H]2OCCCC[C@@H](C)Oc3ccc(NC(=O)NC(C)C)cc3C(=O)N([C@H](C)CO)C[C@@H]2C)cc1	-13.3	6.5	-2.1	-0.3	-1.3	0.0	0.4	-6.9
CCCCN(C)CCCNC(=O)c1cc(Nc2ccc(OC)c(OC)c2)nc2ccccc12	22.6	10.2	1.7	7.3	6.0	·	0.0	6.8
CN(Cc1ccccc1)C(=O)c1cc(S(=O)(=O)N2CCOCC2)cn1C	-4.0	2.4	4.1	-1.6	-9.1	-0.1	0.0	-13.5
Cc1ccc(NC(=O)c2cccc(-n3cnnn3)c2)cc1Cl	1.1	2.0	0.7	1.5	1.3	-0.2	-0.7	8.9
C[C@@H]1CN([C@@H](C)CO)S(=O)(=O)c2ccc(/C=C/c3ccccc3)cc2O[C@H]1CN(C)C(=O)Nc1ccc(F)cc1	2.9	13.6	-4.2	1.8	0.3	0.9	-1.2	-3.3
O=C(NS(=O)(=O)Oc1cccc(F)c1)OC[C@@H]1CCCN2CCCCC12 (some centres not stated)	-16.7	-4.0	0.2	-5.4	2.8	·	0.0	-5.5
OC(c1ccc(F)c(F)c1)c1nc(-c2ccccc2)cs1 (configuration not stated)	3.1	9.6	2.4	-10.8	6.7	-2.9	0.1	-2.4
COc1ccc(C2CC(c3cccs3)=NN2C(=S)Nc2ccccc2)cc1OC (configuration not stated)	-3.9	·	2.1	1.3	-5.9	·	-0.1	·
COc1ccc(C(=O)Nc2nnc(Cc3ccccc3)s2)c(OC)c1	-6.0	6.6	-3.0	-2.5	-1.7	1.2	-0.1	21.9

Reformatted with two lines to a compound: part of the list above.
The line under a structure holds: RAD52 inh, RAD54 inh, ERAP1 HTS inh, S100A4 MyoIIA, ERp5 inh, E-selectin induc, Xi reactivation, esBAF inh
Cc1ccc(S(=O)(=O)N(C)C[C@@H]2OCCCC[C@@H](C)Oc3ccc(NC(=O)NC(C)C)cc3C(=O)N([C@H](C)CO)C[C@@H]2C)cc1
    -13.3, 6.5, -2.1, -0.3, -1.3, 0.0, 0.4, -6.9
COc1ccc(C2CC(c3cccs3)=NN2C(=S)Nc2ccccc2)cc1OC (configuration not stated)
    -3.9, ·, 2.1, 1.3, -5.9, ·, -0.1, ·
CCCCCCc1c(C)nc(-n2[nH]c(C)c(CCO)c2=O)[nH]c1=O
    -31.8, ·, 1.8, 10.7, -2.6, ·, 0.0, ·
C[C@@H]1CN([C@@H](C)CO)S(=O)(=O)c2ccc(/C=C/c3ccccc3)cc2O[C@H]1CN(C)C(=O)Nc1ccc(F)cc1
    2.9, 13.6, -4.2, 1.8, 0.3, 0.9, -1.2, -3.3
OC(c1ccc(F)c(F)c1)c1nc(-c2ccccc2)cs1 (configuration not stated)
    3.1, 9.6, 2.4, -10.8, 6.7, -2.9, 0.1, -2.4

Next part.
SMILES	RAD52 inh	RAD54 inh	ERAP1 HTS inh	S100A4 MyoIIA	ERp5 inh	E-selectin induc	Xi reactivation	esBAF inh
O=C(CSc1nnc(Cn2c(=O)sc3ccccc32)n1-c1ccccc1)N1CCCCCC1	-15.3	4.2	-1.8	2.2	-2.4	-0.1	0.0	3.3
COC(=O)[C@H]1[C@H](CO)[C@H]2Cn3c(cccc3=O)[C@H]2N1C(=O)C1CCC1	7.5	16.3	-1.6	3.6	-6.3	-0.1	4.2	-2.5
C[C@@H]1CN([C@@H](C)CO)C(=O)c2cc(NC(=O)NC3CCCCC3)ccc2O[C@H]1CN(C)C	-13.5	-15.1	0.7	5.7	1.5	·	-0.7	-0.1
CCCCN(Cc1ccco1)C(=O)C1CCCN(c2ncnc3c2nc2n3CCCCC2)C1 (configuration not stated)	-3.8	-5.4	-0.6	-5.1	1.7	·	0.1	-1.9
O=C1CCc2cc(S(=O)(=O)NCCc3ccc(Cl)cc3)cc3c2N1CC3	2.6	7.2	-1.0	-2.8	-1.3	-3.6	-0.3	·
C[C@@H]1CN([C@@H](C)CO)S(=O)(=O)c2ccc(/C=C/c3ccccc3)cc2O[C@H]1CN(C)C(=O)c1ccccc1	·	-2.9	·	·	·	-4.3	-0.4	-1.2
CCCC(=O)N1CCC1(C)C(=O)NCc1ccccc1SC (configuration not stated)	-11.9	-10.4	1.7	53.7	2.1	-0.3	0.5	-6.4
Cc1ccc(N/C=C/C(=O)C(C)(C)C)c(O)c1	-19.0	9.3	1.6	-7.6	2.7	·	·	29.3
COc1ccc(S(=O)(=O)N(C)CC(=O)NCc2ccccn2)cc1	8.4	18.7	-2.9	0.0	2.0	·	0.2	-3.4
O=C(/C=C/c1cccnc1)/C=C/c1cccnc1	-0.8	9.8	-2.0	-4.9	2.9	0.0	0.4	-70.5
C[C@H]1CN([C@@H](C)CO)C(=O)c2cc(C#CCN(C)C)cnc2O[C@H]1CN(C)Cc1cccc(F)c1	-2.1	7.5	2.9	7.9	·	0.2	-1.2	-0.9
COc1cc(/C=C/C(=O)OCC(=O)c2c(N)n(C)c(=O)n(C)c2=O)ccc1OC(F)F	-22.8	·	-0.4	-8.1	0.6	0.0	0.3	·
CCCC(=O)Nc1ccc2c(c1)C(=O)N(C)[C@H]1CC[C@H](CC(=O)NCC(F)(F)F)O[C@@H]1CO2	·	0.4	·	·	·	0.1	0.3	2.7
C[C@H](CO)N1C[C@H](C)[C@H](CN(C)S(=O)(=O)c2cccs2)Oc2c(NC(=O)Nc3cccc4ccccc34)cccc2C1=O	3.0	1.6	0.2	7.4	0.7	-0.1	-0.6	0.3
C[C@H](CO)N1C[C@H](C)[C@H](CN(C)C(=O)CN(C)C)Oc2cc(C#CC(C)(C)O)ccc2S1(=O)=O	-2.0	0.9	-0.3	4.6	1.5	-0.1	0.1	-6.4
COCCNC(=O)CCCn1c(=O)c2cc(OC)c(OC)cc2n(CC(=O)c2cccc(OC)c2)c1=O	-10.3	·	·	0.1	-0.2	-0.3	-0.2	-7.8
Cn1cnc(CCNC(=O)C[C@H]2CC[C@@H]3[C@H](COC[C@@H](O)CN3C(=O)Nc3ccc(F)cc3)O2)c1	1.8	-0.8	-1.1	5.4	8.2	-0.1	0.2	-0.6
CO[C@@H]1CC[C@H]2CCOc3ccc(C#N)cc3C(=O)N(C)C[C@@H](C)C(=O)N(C)C[C@H]1O2	-2.4	-2.7	-1.5	7.8	12.5	0.0	0.0	-0.7
COC(=O)C1CCN(C2=C(NS(=O)(=O)c3ccc(Cl)cc3)C(=O)c3ccccc3C2=O)CC1	-2.5	-5.3	-2.8	3.6	7.0	-0.3	0.0	13.8
CCCNC(=O)C[C@H]1CC[C@@H]2[C@@H](COc3ccc(NC(=O)c4ccccc4)cc3C(=O)N2C)O1	-3.5	3.5	0.8	-5.9	63.7*	-0.1	-0.1	5.2
C[C@H](CO)N1C[C@H](C)[C@H](CN(C)Cc2ccc(Cl)c(Cl)c2)Oc2ccc(NS(=O)(=O)c3ccccc3)cc2C1=O	-2.2	-20.6	-0.3	-4.4	7.5	0.0	-0.5	2.6
Cc1ccc(-n2nc(C)c3c2NC2=C(C(=O)CC(C)(C)C2)C3c2ccccc2OCC(=O)O)cc1 (configuration not stated)	5.2	·	-12.8	25.5	-7.4	·	0.0	·
COc1cc(OC)c(C(=O)Nc2cc(Cl)ccc2-n2cncn2)cc1OC	-15.5	1.3	0.7	-20.5	0.3	·	-0.1	-2.6
OC[C@@H]1[C@H](c2ccc(-c3ccccc3)cc2)[C@H]2CN(Cc3cncnc3)CCCCN12	-0.7	2.2	-2.9	-0.1	2.1	0.0	0.1	·
O=C(C[C@H]1CC[C@H]2[C@@H](COC[C@@H](O)CN2C(=O)Nc2ccc(Cl)c(Cl)c2)O1)NCc1ccccc1	1.2	-2.9	0.5	8.6	-3.3	1.0	0.0	-0.4
Cc1ccc(CNC(=O)N[C@@H](Cc2ccccc2)C(=O)O)cc1	-5.9	-2.5	-2.0	4.1	-1.9	·	0.1	·
C[C@@H]1CCCCO[C@H](CN(C)C(=O)Nc2ccc(C(F)(F)F)cc2)[C@H](C)CN([C@@H](C)CO)C(=O)c2cc(NC(=O)NC3CCCCC3)ccc2O1	-106.6	-6.6	1.0	-15.8	5.0	·	-0.1	-2.2
Cc1ccc(CN2CC(C(=O)NC(c3nc4ccccc4[nH]3)C(C)C)CC2=O)cc1 (configuration not stated)	-42.6	-2.6	-9.3	-3.8	0.1	-0.7	0.4	3.2
Cc1ccc(S(=O)(=O)N(C)C[C@H]2Oc3ccc(NC(=O)Nc4ccc(F)cc4)cc3C(=O)N([C@H](C)CO)C[C@@H]2C)cc1	29.9	1.0	3.2	-5.9	0.4	-0.2	0.0	1.3
O=C(COC(=O)c1ccc(Br)o1)Nc1nc2c(F)c(F)c(F)cc2s1	-23.5	-13.6	-1.7	-7.0	1.2	·	0.2	·
O=C(O)c1ccc(NCc2cccnc2)c([N+](=O)[O-])c1	-2.3	-5.0	3.7	-3.6	4.6	0.3	0.0	-16.0
CCOC(=O)Cc1csc(NC(=O)Cc2ccc(Br)cc2)n1	-3.0	·	-1.2	-3.0	3.3	-1.2	0.2	·
CN(C)C(=O)C[C@@H]1CC[C@@H]2[C@H](COC[C@H](O)CN2Cc2ccc(C(F)(F)F)cc2)O1	-8.1	-9.6	-0.4	-1.9	-4.4	-0.1	0.3	-0.5
Cc1onc(-c2c(Cl)cccc2Cl)c1C(=O)N1CCCCC1	-13.7	0.0	-2.1	-7.1	1.8	·	0.1	-4.9
Cc1nnnn1CC(=O)Nc1cccc([N+](=O)[O-])c1	-10.7	·	4.4	1.2	-1.0	·	0.3	·
O=C(C[C@@H]1CC[C@H]2[C@@H](COC[C@H](O)CN2Cc2cccc(Cl)c2)O1)NCc1cccc(F)c1	4.8	4.6	-0.3	-8.3	-16.1	0.0	0.1	-2.8
CCc1cc2c3c(c(=O)oc2cc1OCC(=O)OC)CCCC3	-9.1	2.6	0.2	-2.3	0.1	-0.1	0.1	-5.8
CC1(C)CC(=O)C=C(NCc2cccc(C(F)(F)F)c2)C1	-22.1	·	·	-3.0	1.0	·	0.0	·
Cc1ccc(C(O)c2ncc(-c3cccc(C(F)(F)F)c3)[nH]2)cc1 (configuration not stated)	-22.1	0.5	0.6	-1.4	5.0	0.3	0.1	1.4
CC1=C(C(=O)N2CCCCCC2)CC(CC(=O)NCCc2ccccn2)C(=O)N1CCCN1CCCC1=O (configuration not stated)	-12.6	·	-0.7	-1.2	-3.8	-0.1	0.0	·
C[C@@H](NC(=O)C[C@@H]1CC[C@@H](NC(=O)Cc2ccccn2)[C@H](CO)O1)c1ccccc1	-5.0	-1.8	0.6	27.3	0.8	-0.3	0.0	-1.0
CCC(=O)Nc1c2c(nn1-c1ccc(OC)cc1)CSC2	-4.2	-0.3	1.1	2.0	1.5	·	0.0	4.1
O=S(=O)(c1cccs1)N1CCN(CCOc2ccc(Cl)cc2)CC1	-14.6	·	1.8	-4.2	5.3	·	0.0	5.6
CCN1CCN(C(=O)CN(CC)S(=O)(=O)c2ccc3ccccc3c2)CC1	-10.8	-0.4	-0.4	-4.3	2.7	·	0.1	1.4
CC1=NN(c2ccc(C)cc2)C(=O)/C1=C\c1ccc(Br)s1	-5.9	·	0.0	6.1	-10.4	-0.7	0.0	·
CN1/C(=C/C(=O)COC(=O)CN2C(=O)C3CC=CCC3C2=O)C(C)(C)c2ccccc21 (configuration not stated)	-121.3	14.7	-1.8	-17.5	-3.1	-0.1	0.3	-1.1
